Compound activity deposited in PubChem by several laboratories.
PPARg SRC-2 ag = PPARgamma-driven SRC-2 recruitment agonism | PPARgamma LBD-SRC-2 recruitment, biochemical | AID 1032 | P37231 | 200,000 compounds, 0.34% hits | activation, % at 8 µM; in the data active = activation above about 22%;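 note: 0% = vehicle and 100% = reference agonist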
ROMK primary = modulators of human ROMK potassium channel; P48048; Tet-inducible ROMK, thallium flux fluorescence; actives lie on both sides; B-score at 10 µM; 130,000 compounds, 2% hits; AID 1918;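 active = signal ratio slope over the read window, or its plate-corrected B-score, at least 3 SD from the plate mean, either direction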;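 note: B-score of the F/F0 ratio slope over 7 to 12 s after thallium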
Target sequence (P48048 whole entry, looked up): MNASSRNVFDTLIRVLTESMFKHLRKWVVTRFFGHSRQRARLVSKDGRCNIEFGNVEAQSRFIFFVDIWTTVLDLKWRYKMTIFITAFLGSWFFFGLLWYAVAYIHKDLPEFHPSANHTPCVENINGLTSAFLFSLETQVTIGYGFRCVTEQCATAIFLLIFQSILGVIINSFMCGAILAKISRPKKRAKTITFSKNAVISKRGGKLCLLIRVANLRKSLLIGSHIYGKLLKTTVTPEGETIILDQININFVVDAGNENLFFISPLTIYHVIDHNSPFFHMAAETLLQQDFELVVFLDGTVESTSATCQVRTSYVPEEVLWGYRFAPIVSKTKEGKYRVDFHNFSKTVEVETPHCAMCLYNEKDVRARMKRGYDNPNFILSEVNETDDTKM
bIAP inhibitor = blocks bovine intestinal alkaline phosphatase activity | purified bovine IAP, CDP-star luminescence, 30 min | inhibition, % at 20 µM | 190,000 tested, under 10 active;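 active = over 50% inhibition of intestinal alkaline phosphatase at 20 µM in the single-dose screen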
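test system = bovine IAP enzyme | medium = DEA buffer 100 mM, pH 9.8, with MgCl2 1.0 mM, ZnCl2 0.02 mM | detection = luminescence | dosing = single compound dose of 20 µM, 2% DMSO final | incubation = 30 min reaction at room temperature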
HMGR II inh = E. faecalis class II HMG-CoA reductase inhibition. purified E. faecalis HMGR, NADPH absorbance 340 nm kinetic. inhibition, % at 10 µM. 190,000 compounds, 0.41% hits;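 active = inhibition above a set limit, the median over all tested compounds plus 3 SD, cut at about 9.5% in these data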;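 note: enzyme runs in reverse so mevalonate oxidation gives rising NADPH absorbance; 0% = complete reaction with DMSO and 100% = background rate lacking mevalonate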
PPARg SRC-1 ag = agonists of human PPARgamma SRC-1 coactivator recruitment. AID 631. 200,000 compounds, 0.41% hits. P37231. activation, % at 8 µM. PPARgamma-SRC-1 coactivator recruitment biochemical assay; in the data active = activation above about 19%;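 note: 0% = DMSO and 100% = reference agonist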
Redox H2O2 prof = compounds producing H2O2 with reducing agent – biochemical, NIH compound library profiling, artefact control for MLSCN library redox annotation, primary screen | DTT-dependent redox cycling H2O2, phenol red/HRP absorbance; 100% = 100 µM peroxide control, 0% = buffer | activation, % at 10 µM | 200,000 compounds, 0.03% hits;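 active = activation of at least 50% relative to the plate's high and low controls in the primary single-dose screen; inactive = activation below 50%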;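 note: compound incubated with DTT at 0.8 mM final as the reducing agent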
SRC2 TRFRET art = flags TR-FRET format artefacts in PPARgamma SRC-2 recruitment agonist screen; 200,000 compounds, 0.4% hits; TR-FRET ratio at 8 µM; TR-FRET artefact counter-screen; active compounds read high; in the data active = TR-FRET ratio above about 2000; note: inactives centre near 1500
PPARg SRC-3 ag = agonists of human PPARgamma SRC-3 coactivator recruitment; activation, % at 8 µM; P37231; biochemical PPARgamma/SRC-3 coactivator recruitment assay; 200,000 compounds, 0.26% hits; in the data active = activation above about 23%;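 note: 0% = DMSO and 100% = reference agonist; some compounds past the cut are filed as inactive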
RAM inhibit = yeast RAM network inhibition | S. cerevisiae dse1pr::URA3 reporter, 5-FOA growth OD615, 2 d; analog-sensitive cbk1-as2 kinase mutant strain | inhibition, % at 50 µM | 190,000 compounds, 1.8% hits | AID 868;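 active = inhibition above a set limit, 3 SD over mean compound inhibition, cut at about 8.4% in these data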;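 note: 0% = DMSO-only wells with no growth and 100% = 10 µM 1-NA-PP1 full growth; inhibition rescues growth on 5-FOA so higher OD means more RAM inhibition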
Lmaj promast = Leishmania major promastigote growth inhibition | inhibition, % at 10 µM | 200,000 compounds, 9% hits | Leishmania major promastigotes, resazurin fluorescence viability; in the data active = inhibition above about 50%;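 note: promastigotes grown with compound for 44 hours at 28 °C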
S1P3 antag = blocks the human S1P3 receptor; CHO S1P3 NFAT-BLA reporter, FRET fluorescence, antagonist mode; inhibition, % at 4.98 µM; 170,000 compounds, 0.27% hits;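 active = inhibition above the plate cutoff, the mean inhibition of test wells on that plate plus 3 SD, cut at about 28% in these data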;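 note: cells challenged with S1P at its EC80 of 0.8 µM; blue over green emission ratio from cleaved BLA substrate after 4 h stimulation; 0% = S1P-stimulated wells and 100% = unstimulated DMSO-only wells; some compounds past the cut are filed as inactive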
Target sequence (Q99500 whole entry, looked up): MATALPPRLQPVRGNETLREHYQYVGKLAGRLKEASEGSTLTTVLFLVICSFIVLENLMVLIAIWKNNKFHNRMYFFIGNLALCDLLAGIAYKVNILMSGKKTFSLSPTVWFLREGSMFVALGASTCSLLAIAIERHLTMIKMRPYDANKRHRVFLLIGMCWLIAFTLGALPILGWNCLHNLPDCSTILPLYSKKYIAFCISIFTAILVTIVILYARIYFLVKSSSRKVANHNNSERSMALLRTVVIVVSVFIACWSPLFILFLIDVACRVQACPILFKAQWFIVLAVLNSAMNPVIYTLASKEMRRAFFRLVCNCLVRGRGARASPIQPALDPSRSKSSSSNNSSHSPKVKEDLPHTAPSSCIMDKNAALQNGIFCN
Starred values were filed as active, the others as inactive; . = not tested or not shown.

molecule	PPARg SRC-2 ag	ROMK primary	bIAP inhibitor	HMGR II inh	PPARg SRC-1 ag	Redox H2O2 prof	SRC2 TRFRET art	PPARg SRC-3 ag	RAM inhibit	Lmaj promast	S1P3 antag
CCNC(=O)c1cc(S(=O)(=O)N(C)C)c(Cl)cc1Cl	4	0.39	5	1	2	-0.2	1480	3	1.0	-2	0
CCOC(=O)CC(=O)c1[nH]c(C)c(C(=O)OCC)c1C	2	0.45	-21	1	8	-1.4	1648	6	0.5	2	-22
Cn1cc(C(=O)Nc2ccc3c(c2)CCC3)cn1	-11	-0.027	-3	-5	2	-0.2	1364	-2	-1.0	-5	1
CCOc1ccc(NC(=O)C(Cc2ccccc2)N2C(=O)c3cccc4cccc(c34)C2=O)cc1 (stereo not drawn)	5	0.15	3	0	8	1.0	1679	-2	3.3	-2	-12
CCC(=O)N1CCc2cc(S(=O)(=O)Nc3ccc4c(c3)OCCO4)ccc21	2	0.68	12	-4	0	-0.5	1666	2	2.7	-3	.
c1ccc2cc3[nH]c(CN4CCOCC4)nc3cc2c1	1	.	-35	10*	9	2.2	1575	8	1.5	0	-31
COc1ccc(C(C)=O)cc1COC(=O)CCCN1C(=O)c2ccccc2C1=O	10	0.93	1	-3	9	-0.2	1603	2	0.8	1	-17
C=CCOc1ccccc1CN1CCCC(CCC(=O)N(C)CCc2ccccn2)C1 (stereo not drawn)	0	-0.13	-18	1	10	0.2	1703	6	0.1	24	-4
COc1ccccc1NC(=O)CNS(=O)(=O)c1ccccc1	10	0.39	7	-3	0	0.4	1539	1	-0.8	-9	-6
Cc1cc(C)nc(N(C#N)CC(=O)N2CCC(C(N)=O)CC2)n1	-5	.	10	-25	-6	2.9	1550	-2	0.3	-2	-13
COc1ccccc1N1CCN(CC(=O)Nc2ccc(Cl)c(C(F)(F)F)c2)CC1	-1	.	8	-2	2	-7.3	1340	-10	-0.6	-1	.
Cc1ccc(C(C)n2cc(C(=O)NCc3cccnc3)nn2)cc1 (stereo not drawn)	4	-0.3	11	-7	6	0.3	1526	-2	-0.7	-4	.
CCN(C(=O)c1ccnn1C)c1ccccc1	-1	-0.81	6	-2	0	-0.1	1431	-1	0.8	-5	-1
CCOc1cc(N(CC)CC)ccc1/C=C(/C#N)c1nc2ccccc2[nH]1	8	.	.	-9	4	1.1	1631	-3	-0.3	80*	.
Cc1cc(C)c(S(=O)(=O)Nc2ccc3c4c(cccc24)CC3)c(C)c1	-2	.	11	0	-7	2.4	1648	-5	1.3	32	.
O=C1SCC(c2ccccc2)=NN1Cc1ccccc1	4	.	18	-8	6	0.1	1618	8	1.9	0	-10
Clc1ccc(Cc2noc(CN3CCN(c4ccccc4)CC3)n2)c(Cl)c1	6	.	-1	-4	5	-0.2	1396	9	3.3	-2	14
Cn1c(CCc2nc3ccccc3[nH]2)nnc1SCC#N	6	-0.23	9	2	6	-0.6	1696	8	1.6	1	-12
COc1ccccc1NC(=O)Nc1cnccn1	-4	0.55	-3	1	-5	-0.3	1453	2	3.2	10	3
CCCCCC(=O)NC(NC(=S)Nc1ccc(S(N)(=O)=O)cc1)C(Cl)(Cl)Cl (stereo not drawn)	8	.	21	0	4	1.8	1665	-3	0.8	2	.
CCN(CC)S(=O)(=O)c1ccc(-c2nnc(SCC(=O)Nc3nnc(C)s3)n2CC)cc1	-6	-0.31	9	2	-3	0.2	1111	-8	4.6	-12	.
Cc1ccc(OC(C)c2nnc(N)s2)cc1Cl (stereo not drawn)	7	-2	18	-1	5	-5.1	1646	2	3.4	100*	17
O=C(COC(=O)c1ccc(O)cc1)Nc1ncc(Cl)cc1Cl	-1	-0.59	-4	0	2	0.0	1517	-4	1.6	-5	-3
O=c1c2ccccc2ncn1-c1ccc(Cl)c(Cl)c1	14	-1.1	-1	4	2	1.9	1705	-6	2.7	-8	.
Cc1ccc2nc(C(F)C(F)(F)F)[nH]c2c1 (stereo not drawn)	-1	0.072	-2	-3	5	-0.5	1402	3	2.1	-1	0
CCN(C(=O)CSc1nc2ccccc2n1CC)C1CCS(=O)(=O)C1 (stereo not drawn)	-4	-1.6	-3	-2	5	0.2	1458	-1	0.7	-3	-5
Cc1ccccc1OCC(O)Cn1c2ccccc2c2ccccc21 (stereo not drawn)	2	.	10	0	-2	1.9	1716	2	13*	91*	.
Cc1ccc2c(c1)/C(=N/OS(=O)(=O)c1ccccc1)CCS2	3	.	.	.	-3	2.1	1630	11	.	-9	.
C#CCOCCOCCOCCNc1nc(N2CCN(C(=O)[C@H](CCC(=O)O)n3cc(C(N)CC(C)C)nn3)CC2)nc(N2CCN(C(=O)[C@H](Cc3cc4ccccc4[nH]3)n3cc(C(N)[C@H](C)CC)nn3)CC2)n1 (stereo partly drawn)	3	.	-24	3	-6	0.5	1443	-2	0.9	-4	-10
C=CCn1c(N)c(C(=O)Nc2ccc(C)cc2)sc1=S	-6	0.12	7	-2	-3	0.0	1636	-2	1.8	1	.
CCNc1nc(CN2CCCCC2)nc2scc(-c3ccccc3)c12	5	.	8	-14	9	0.1	1528	-1	-0.9	23	-9
COCCN(C(=O)Nc1ccccc1)c1ccccc1	2	0.087	8	-2	4	0.0	1477	4	1.4	-5	.
COc1ccc(CCC(=O)N2CC(C)OC(C)C2)cc1 (stereo not drawn)	-2	.	6	-4	-3	3.5	1586	-6	0.3	-4	-1
CN1CCc2nc(NC(=O)COc3ccc(C#N)cc3)sc2C1	-5	.	3	-3	-1	-0.8	1773	4	3.5	12	1
Cc1ccc(NC(=O)COC(=O)CNC(=O)c2ccco2)cc1	0	0.16	-11	0	15	7.6	1603	3	-0.8	-1	5
CCC(=O)NNc1nc2c(F)cc(F)cc2s1	1	0.95	-37	-4	2	-9.5	1581	4	0.3	-6	16
NCCCCCc1nnc(SCc2ccccc2Cl)o1	5	.	15	-1	2	2.6	1422	-6	-0.7	99*	-1
NCCCSC1=NCCCN1	1	1.2	.	1	-2	-0.1	1620	-2	-0.1	-6	-34
CCO[C@H]1OC(C(=O)N2CCCCCCC2)=C[C@@H](c2csc3ccccc23)[C@@H]1CCCO	7	.	3	-4	3	0.6	1609	-2	0.8	-8	-9
COCCNC(=O)COC(=O)C1=Cc2ccccc2OC1	5	0.019	9	-2	-2	0.2	1403	5	0.6	-6	5
O=C(Cn1ncc2c(=O)oc3ccccc3c21)N1CCN(c2ccccn2)CC1	2	-1	7	1	-2	1.1	1459	5	0.3	3	4
O=c1c2ccccc2c(-c2ccccc2)nn1Cc1ccccc1	-3	.	20	2	1	-0.4	1390	2	6.5	5	-6
CCOCCCNC(=O)C1CCN(S(=O)(=O)c2ccc(C)cc2)CC1	-6	.	6	2	-2	-0.2	1603	9	-0.1	-3	.
Cc1cc(S(=O)(=O)Nc2ccc3c(c2)n(C)c(=O)n3C)ccc1F	-2	.	1	1	1	0.1	1446	6	-1.3	4	-14
CN(C)C(=O)N1CCC(C(=O)NCc2ccc(F)cc2Cl)CC1	-3	-2.2	6	-4	-6	-0.4	1564	-4	2.2	-2	-3
Cc1cc(C)c(C(=O)CSc2nnc(C)s2)c(C)c1	-1	1	16	-7	14	0.4	1678	2	-0.1	2	-11
COc1ccccc1C(=O)Nc1ccc(C)cc1C(=O)c1ccccc1	2	.	.	2	4	0.1	1436	-2	2.7	6	6
O=C(CSc1ncnc2c1cnn2-c1ccccc1Cl)N1CCN(C(=O)c2ccco2)CC1	-3	.	0	-10	5	2.9	1386	1	-0.3	-1	2
